Source: PubChem BioAssay
OPRK1 antag MB: OPRK1 (human) antagonism, Maybridge screen. P41145. OPRK1 cells, antagonist mode, fluorescence readout. inhibition, % at 9 µM. 16,000 tested, 0.4% active; in the data active = inhibition above about 50%
Target sequence (P41145 whole entry, looked up): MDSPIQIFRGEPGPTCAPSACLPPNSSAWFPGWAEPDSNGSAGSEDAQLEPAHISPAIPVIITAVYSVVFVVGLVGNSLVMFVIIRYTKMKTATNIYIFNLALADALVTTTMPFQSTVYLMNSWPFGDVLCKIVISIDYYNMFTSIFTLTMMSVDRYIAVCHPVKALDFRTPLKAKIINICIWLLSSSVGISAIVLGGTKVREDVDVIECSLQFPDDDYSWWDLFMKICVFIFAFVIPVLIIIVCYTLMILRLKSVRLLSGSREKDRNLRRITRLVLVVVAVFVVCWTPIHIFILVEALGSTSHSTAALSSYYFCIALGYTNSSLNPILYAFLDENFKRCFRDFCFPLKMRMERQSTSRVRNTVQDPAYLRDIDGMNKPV
NOTCH agonist: agonists of NOTCH signaling; NOTCH signaling luciferase reporter cells, luminescence; activation, % at 2.5 µM; 15,000 tested, 0.4% active; in the data active = activation above about 2.2%
PME-1 Maybr inh: Maybridge compound blocking human PME-1; Q9Y570; recombinant PME-1, FP-Rh probe fluorescence polarization; inhibition, % at 9 µM; 16,000 tested, 0.5% active; AID 2291; in the data active = inhibition above about 30%
rat GALR2 agon: GALR2 (rat) receptor agonism | 16,000 tested, 0.5% active | cell-based GALR2 agonist screen | O08726 | AID 833 | activation, % at 10 µM; in the data active = activation above about 15%
Target sequence (O08726 whole entry, looked up): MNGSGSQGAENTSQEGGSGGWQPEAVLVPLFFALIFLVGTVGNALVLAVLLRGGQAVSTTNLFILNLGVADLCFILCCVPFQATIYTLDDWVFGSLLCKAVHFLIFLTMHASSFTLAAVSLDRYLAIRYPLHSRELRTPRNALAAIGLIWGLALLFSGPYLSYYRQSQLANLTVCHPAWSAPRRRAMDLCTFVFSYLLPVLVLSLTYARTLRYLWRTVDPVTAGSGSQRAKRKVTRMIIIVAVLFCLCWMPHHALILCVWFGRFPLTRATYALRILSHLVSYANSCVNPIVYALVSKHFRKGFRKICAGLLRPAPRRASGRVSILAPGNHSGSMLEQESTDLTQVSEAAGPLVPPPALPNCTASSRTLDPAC
S1P1 ag: activates the human S1P1 receptor; S1P1 agonist cell-based reporter assay; activation, % at 4.5 µM; 16,000 tested, 1.5% active; P21453; AID 1044; in the data active = activation above about 80%
TLR4-MyD88 inh: inhibitors of human TLR4-MyD88 binding; 16,000 tested, 0.06% active; inhibition, % at 10 µM; Cell-based TLR4-MyD88 binding inhibition assay; O00206; in the data active = inhibition above about 45%
Nox1 inhibitor: inhibitors of human NADPH oxidase 1 (Nox1); inhibition, % at 6.7 µM; 16,000 tested, 0.81% active; HT29 cells, luminol chemiluminescence ROS; AID 1792
Luminol counter: quenches luminol chemiluminescence in Nox1 counter-screen; HRP/luminol/H2O2 chemiluminescence counterscreen; 16,000 tested, 0.4% active; inhibition, % at 6.7 µM; also: reference of the scale not given here
Active calls of the source: *; / = no result given. Rule as the data show it, unless noted: active = inhibition above about 75%; inactive = the rest.

SMILES | OPRK1 antag MB | NOTCH agonist | PME-1 Maybr inh | rat GALR2 agon | S1P1 ag | TLR4-MyD88 inh | Nox1 inhibitor | Luminol counter
O=C(Oc1cc(S(=O)(=O)c2ccc(Cl)cc2)ccc1[N+](=O)[O-])c1cc2ccccc2s1 | 6.5 | -0.4 | 3.3 | -4.2 | 6.5 | -2.3 | -6.6 | 1.6
CSc1cc(-c2sc(-c3cccs3)nc2C)[nH]n1 | 16.3 | -0.2 | 3.0 | -5.5 | -10.3 | 1.6 | 15.1 | -2.2
Cn1cnc(S(=O)(=O)N2CCN(c3ccccn3)CC2)c1 | -5.8 | / | -0.8 | -11.4 | -19.9 | -0.9 | -22.5 | 1.1
COc1ccccc1NS(=O)(=O)c1ccccc1[N+](=O)[O-] | 8.6 | 0.1 | 1.3 | -7.6 | -2.8 | 7.1 | -38.9 | 1.2
Cc1ccc(C(=O)/C=C/Nc2ccc(Cl)cc2)cc1 | 8.2 | / | 3.8 | -3.4 | 0.8 | -2.9 | -5.0 | -5.8
CC(C)(C)c1ccc(-c2noc(CSc3n[nH]c(N)n3)n2)cc1 | -3.8 | -0.5 | 1.7 | -5.7 | 16.6 | -1.4 | -9.9 | -3.0
COc1ccc(NCc2ccccn2)cc1 | -11.4 | -0.4 | 0.8 | -0.6 | -24.5 | -22.7 | 34.7 | -15.7
O=C(O)c1ccccc1Nc1ccc([N+](=O)[O-])cc1C(=O)O | 22.0 | 0.0 | 1.2 | 0.9 | 5.6 | 4.6 | -2.2 | 13.3
Cn1cc(Cl)c(/C=C(\C#N)C(=O)c2ccc(Cl)cc2)n1 | -2.0 | -0.1 | 2.1 | -7.7 | 2.5 | -0.7 | -46.4 | -9.2
O=c1c2ccccc2[nH]c(=S)n1Cc1cccnc1 | -1.7 | -0.5 | -0.8 | -4.6 | -13.5 | -14.1 | -36.7 | 1.2
N#Cc1cccnc1OCC(F)(F)F | 1.1 | 0.1 | -2.1 | -6.7 | -7.7 | 9.6 | -24.6 | 2.2
CSc1nn(CSc2n[nH]c(-c3ccccc3F)n2)c(=S)s1 | -13.7 | -0.3 | 2.6 | -7.8 | -6.2 | -5.8 | 11.8 | -1.3
Cc1ccc(OC(=O)c2cccc([N+](=O)[O-])c2)c(Br)c1 | 11.6 | 0.4 | 12.8 | 1.7 | 16.1 | 5.6 | -3.4 | -3.0
CC1CN=C(c2ccccc2)c2ccccc2C(=O)O1 (stereo unspecified) | -4.8 | 0.0 | -1.0 | -7.4 | -3.2 | 4.8 | -43.3 | -0.3
COc1ccc2c(c1)CCCN2Cc1c[nH]c2ccccc12 | 3.1 | 0.2 | 17.3 | -1.4 | 21.7 | 10.3 | 101.1* | -12.5
NNC(=O)c1ccc(CSc2ccc(C(F)(F)F)cn2)o1 | 4.5 | / | 7.4 | -6.0 | 4.5 | -4.4 | 0.4 | -2.7
O=C1CSC(=Nc2cccc(F)c2)N1Cc1ccc2c(c1)OCO2 | -15.3 | -0.4 | 3.5 | -7.1 | 8.8 | 1.0 | -50.4 | -1.8
O=C(c1ccco1)C(O)c1ccco1 (stereo unspecified) | 11.6 | -6.0 | 0.9 | -4.3 | 2.9 | 0.6 | -9.9 | -2.4
O=C1Cc2ccccc2C(c2ccccc2)N1 (stereo unspecified) | 10.3 | -0.5 | 1.8 | -9.4 | -7.2 | -15.2 | 17.2 | -3.5
CCOC(=O)/C(C#N)=C/NN(C)c1cccc(F)c1C#N | -1.7 | -0.2 | -0.2 | -1.1 | 22.3 | 2.7 | -43.9 | -4.9
CCOC(=N)c1ccc(F)c(Cl)c1 | 1.6 | -0.8 | -2.2 | -5.3 | 6.2 | -0.6 | -30.5 | 1.8
O=C1N=C(c2ccccc2)C(c2ccccc2)N1 (stereo unspecified) | 2.8 | 0.0 | 0.6 | -5.1 | 2.2 | -2.8 | 0.0 | -3.2
CC(=O)Nc1cccc([N+](=O)[O-])c1 | 3.6 | 6.1* | 2.8 | -7.7 | -13.4 | 0.8 | -2.6 | -3.3
COc1ccc(/C(C)=N/Nc2c([N+](=O)[O-])cc(C(F)(F)F)cc2[N+](=O)[O-])cc1CC#N | -23.7 | -0.2 | -1.5 | -4.9 | 1.9 | -2.1 | -38.4 | -6.0

Overlap with the part before: 2 compounds; new compounds follow.
SMILES | OPRK1 antag MB | NOTCH agonist | PME-1 Maybr inh | rat GALR2 agon | S1P1 ag | TLR4-MyD88 inh | Nox1 inhibitor | Luminol counter
CC(=O)Nc1cccc([N+](=O)[O-])c1 | 3.6 | 6.1* | 2.8 | -7.7 | -13.4 | 0.8 | -2.6 | -3.3
COc1ccc(/C(C)=N/Nc2c([N+](=O)[O-])cc(C(F)(F)F)cc2[N+](=O)[O-])cc1CC#N | -23.7 | -0.2 | -1.5 | -4.9 | 1.9 | -2.1 | -38.4 | -6.0
O=C(Cc1nn[nH]n1)Nc1ccc(F)c(Cl)c1 | -19.2 | / | -0.8 | -5.8 | -5.1 | 2.9 | -26.6 | 3.7
CCOC(=O)c1cn2nc(Oc3ccc(N4CCN(C(C)=O)CC4)cc3)ccc2n1 | 11.2 | 0.4 | -1.3 | -0.9 | -3.3 | -7.7 | 13.8 | -1.0
CCOC(=O)C1CCN(C(=O)c2cncc(-c3cccs3)c2)CC1 | -17.3 | -0.3 | -5.0 | -9.9 | -3.7 | -3.9 | 19.1 | 2.3
CN1N=C(c2coc3ccccc23)CC1(O)C(F)(F)F (stereo unspecified) | 12.1 | -0.4 | -1.0 | -0.9 | 6.3 | 1.7 | 0.0 | 1.1
COc1cc2c(cc1OC)C(C)N(C(=O)c1sc(-c3cnccn3)nc1C)CC2 (stereo unspecified) | 1.2 | 0.1 | 9.7 | -3.4 | -24.4 | -6.4 | -21.1 | -7.4
CC1(C)CC(=O)C(SC(F)(F)F)C(=O)C1 | 5.7 | 0.6 | 0.5 | -4.4 | 7.3 | 19.4 | -33.3 | -1.4
CN(C)c1ccc(C=Nc2ccc3c(c2)OCO3)cc1 | 3.1 | -0.5 | -8.2 | -6.3 | -0.5 | -6.6 | -47.2 | 3.3
Nc1nc(C23CC4CC(CC(C4)C2)C3)cs1 | 26.7 | -0.6 | 8.4 | -5.2 | -19.6 | -3.0 | -2.1 | -1.1
O=C(CC1SC(=Nc2ccccc2)NC1=O)NCc1ccccc1 (stereo unspecified) | 7.5 | -0.7 | -1.0 | -4.3 | 4.9 | 13.8 | 1.1 | -0.1
CCS(=O)(=O)c1ccc(O)c(NC(=O)CSCC(=O)O)c1 | 15.5 | -0.5 | 1.7 | -6.2 | -14.7 | -7.7 | -16.0 | 1.2
COc1ccc(CNC(=S)NCCCO)cc1 | -6.8 | -0.5 | 3.7 | -3.4 | -9.2 | -7.6 | -51.2 | 98.2*
NNC(=O)CSc1cc(C(F)(F)F)nc2ccccc12 | 3.2 | -0.3 | 6.1 | -5.5 | 2.1 | 1.7 | -6.5 | 4.0
Cc1nc(-c2ccc(S(=O)(=O)NCc3nc(-c4ccc(C(F)(F)F)cc4)no3)s2)cs1 | -10.1 | -0.5 | 0.6 | -5.8 | -6.0 | 12.4 | -14.3 | -1.9
N#Cc1c(OCC(F)(F)F)ccc(Sc2ncccn2)c1OCC(F)(F)F | 6.0 | -0.4 | 2.1 | -6.1 | 33.8 | -0.2 | -25.6 | 2.2
O=C(O)C(c1ccccc1)n1cccc1 (stereo unspecified) | -15.1 | -0.8 | -0.6 | -10.6 | -8.0 | 4.5 | -55.3 | 11.3
C1=CC2C(C1)C1CC(NC3=NCCS3)C2C1 (stereo unspecified) | -23.7 | -0.8 | 2.7 | -10.1 | -12.9 | 7.5 | -38.2 | -1.3
N#C/C(=C\Nc1ccc(F)cc1)S(=O)(=O)c1cccs1 | -1.8 | 0.1 | 1.5 | -2.3 | -0.5 | 5.2 | 3.8 | -1.7
O=C(NCc1cccs1)Nc1csc([N+](=O)[O-])c1 | -12.5 | 0.0 | 3.7 | -9.3 | -1.3 | -14.7 | -15.2 | -2.7
Oc1ccc2ccccc2c1N=Nc1ccc(N2CCCCC2)cc1 | -19.9 | 0.5 | 12.5 | -13.6 | 17.4 | 5.1 | 56.8 | 18.6
Cc1cc(C)c(-c2ccn(C(=O)c3snnc3C)n2)[nH]1 | 9.1 | -0.4 | 5.5 | -7.4 | 4.7 | 3.2 | 21.7 | -6.6
CCOC(=O)Nc1c(N)n(C)c(=O)n(C)c1=O | -0.8 | -1.0 | 5.1 | -3.6 | -9.0 | -2.6 | 2.2 | -3.5
Cc1ccc(C(=O)CSC#N)cc1 | 15.2 | -0.4 | 5.3 | -7.0 | -9.3 | -6.1 | -16.0 | 1.7
Cc1c(S(=O)(=O)c2ccccn2)c(N)n(Cc2ccccc2)c1C | 9.4 | -0.9 | 8.0 | -6.8 | 5.7 | -1.1 | 22.5 | -5.4
CCCCCCCCC(=O)Nc1nc2c(s1)CCc1cc(OC)ccc1-2 | -26.5 | -0.1 | 2.4 | 2.6 | -3.3 | / | 1.1 | -0.6
COC(=O)[C@H](CC(N)=O)NC(C)=O | 20.9 | -1.0 | -0.5 | -6.1 | -15.3 | 13.0 | -39.1 | -0.9
CCOc1ccc2nc(SCc3c(F)c(F)c(F)c(F)c3F)[nH]c2c1 | -5.5 | -0.1 | 1.0 | -6.7 | 30.6 | 3.9 | -42.3 | 4.5
N#Cc1c(C2CCCCC2)[nH]c(=S)[nH]c1=O | -2.7 | 0.1 | 4.2 | -5.2 | -11.2 | 15.0 | -8.7 | 11.2
CCOC(=O)/C(C#N)=C/N1CCN(c2ccc([N+](=O)[O-])cn2)CC1 | 2.6 | -0.6 | -2.1 | -4.9 | -5.7 | -0.5 | -0.8 | 2.3
Cc1ccc(Nc2nnc(-c3ccccc3N)o2)cc1C | 21.5 | -0.4 | 20.3 | -2.0 | 0.7 | -0.7 | 28.0 | -9.5
Nc1cccc(Cl)c1Oc1ccc(S(=O)(=O)Nc2ccc(F)cc2)cc1 | -1.3 | -0.8 | 6.6 | -5.8 | 43.5 | -4.8 | -3.4 | -0.3
COC(=O)[C@H]1CC2CC1[C@H](OS(=O)(=O)c1ccc(C)cc1)C2 (stereo partly specified) | -1.2 | -0.4 | 1.0 | -6.3 | -7.0 | 6.9 | -65.2 | 0.8
CCCCNC(=O)OCCSCCS(=O)(=O)c1ccc(Cl)cc1 | -22.1 | / | 1.2 | -8.3 | -12.4 | 3.4 | -35.0 | -0.1
COc1cccc(OC)c1/C=N/Nc1ccc([N+](=O)[O-])cn1 | 11.4 | / | -0.5 | -11.0 | -24.9 | -11.4 | -2.5 | -6.0
O=[N+]([O-])c1ccc(NC(=S)Nc2cccc(C(F)(F)F)c2)cc1 | 12.8 | 0.2 | 6.1 | -1.8 | 2.9 | 0.3 | 22.9 | -1.7
CCOC(=O)C(NC(C)=O)(Nc1nc2ccccc2s1)C(F)(F)F (stereo unspecified) | 1.1 | -0.4 | -1.5 | -7.5 | -11.3 | -7.9 | -36.2 | 3.7
COc1ccc(C(CC(=O)c2ccccc2)CC(=O)c2ccccc2)cc1 | 10.7 | -0.2 | -8.8 | -4.7 | -3.9 | -7.3 | -33.9 | 1.7
COCc1nc(SCC(=O)OC)c(C#N)cc1C(=O)OC | 13.7 | -0.1 | -4.3 | -4.7 | 12.2 | -4.3 | -30.2 | 3.4
CCOC(=O)C(C#N)N=C(C#N)C#N (stereo unspecified) | -0.6 | -0.1 | 0.4 | -6.7 | 5.9 | 2.5 | -55.0 | -1.3
CN(C)/C=C1\SCc2ccccc2C1=O | 3.9 | -0.3 | 0.7 | -4.3 | -11.3 | 1.7 | -2.3 | -0.3
O=C(Nc1cncc(C#Cc2ccccc2)c1)N1CCOCC1 | 10.4 | 0.1 | -1.1 | -3.6 | -10.5 | 4.6 | -11.3 | -3.1

Entries shown so far with an aryl methoxy group (9):
SMILES | OPRK1 antag MB | NOTCH agonist | PME-1 Maybr inh | rat GALR2 agon | S1P1 ag | TLR4-MyD88 inh | Nox1 inhibitor | Luminol counter
COc1ccccc1NS(=O)(=O)c1ccccc1[N+](=O)[O-] | 8.6 | 0.1 | 1.3 | -7.6 | -2.8 | 7.1 | -38.9 | 1.2
COc1ccc(NCc2ccccn2)cc1 | -11.4 | -0.4 | 0.8 | -0.6 | -24.5 | -22.7 | 34.7 | -15.7
COc1ccc2c(c1)CCCN2Cc1c[nH]c2ccccc12 | 3.1 | 0.2 | 17.3 | -1.4 | 21.7 | 10.3 | 101.1* | -12.5
COc1ccc(/C(C)=N/Nc2c([N+](=O)[O-])cc(C(F)(F)F)cc2[N+](=O)[O-])cc1CC#N | -23.7 | -0.2 | -1.5 | -4.9 | 1.9 | -2.1 | -38.4 | -6.0
COc1cc2c(cc1OC)C(C)N(C(=O)c1sc(-c3cnccn3)nc1C)CC2 (stereo unspecified) | 1.2 | 0.1 | 9.7 | -3.4 | -24.4 | -6.4 | -21.1 | -7.4
COc1ccc(CNC(=S)NCCCO)cc1 | -6.8 | -0.5 | 3.7 | -3.4 | -9.2 | -7.6 | -51.2 | 98.2*
CCCCCCCCC(=O)Nc1nc2c(s1)CCc1cc(OC)ccc1-2 | -26.5 | -0.1 | 2.4 | 2.6 | -3.3 | / | 1.1 | -0.6
COc1cccc(OC)c1/C=N/Nc1ccc([N+](=O)[O-])cn1 | 11.4 | / | -0.5 | -11.0 | -24.9 | -11.4 | -2.5 | -6.0
COc1ccc(C(CC(=O)c2ccccc2)CC(=O)c2ccccc2)cc1 | 10.7 | -0.2 | -8.8 | -4.7 | -3.9 | -7.3 | -33.9 | 1.7
